ARNT-TACC3 inh = disrupts binding between human ARNT and TACC3; AID 623870; AlphaScreen His-ARNT PAS-B/GST-TACC3 binding, luminescence; TACC3 fragment carries E629A point mutation; Q9Y6A5; inhibition, % at 9.99 µM; 390,000 tested, 0.66% active;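 active means mean inhibition of replicates at least 50% and at least half of replicates each reaching 50%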;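 further: 0% = complete ARNT plus TACC3 wells and 100% = ARNT alone without TACC3; many hits fall short of the cut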
miR-122 sensor = inhibitors of miR-122 in Huh7 cells. Huh7 miR-122 Renilla luciferase sensor, 48 h; neutral wells = 0, positive control = 100. activation (reporter increase), % at 12.5 µM. 340,000 tested, 0.3% active. AID 602342;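 active means mean replicate activation score at least 90 and every replicate individually at or above 90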;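 further: higher luciferase means less miR-122 activity so hits act as miR-122 inhibitors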
SIRT5 inh = blocks human SIRT5 desuccinylation of peptide; Q9NXA8; Purified SirT5, succinyl-peptide AMC, trypsin-coupled fluorescence; inhibition, % at 15 µM; 330,000 tested, 1.1% active; AID 652115; in the data active means inhibition above about 15%
Target sequence (Q9NXA8 whole entry, looked up): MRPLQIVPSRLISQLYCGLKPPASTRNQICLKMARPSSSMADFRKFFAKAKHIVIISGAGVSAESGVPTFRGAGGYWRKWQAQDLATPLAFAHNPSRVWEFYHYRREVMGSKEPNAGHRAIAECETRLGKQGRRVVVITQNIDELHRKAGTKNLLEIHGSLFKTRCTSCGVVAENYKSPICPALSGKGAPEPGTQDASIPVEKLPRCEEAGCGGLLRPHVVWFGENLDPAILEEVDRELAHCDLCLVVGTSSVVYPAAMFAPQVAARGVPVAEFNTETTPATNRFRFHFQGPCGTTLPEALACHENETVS
ERp5 inh = inhibitors of human ERp5; Q15084; 350,000 tested, 0.05% active; inhibition, % at 9.99 µM; ERp5 insulin aggregation, absorbance 650 nm, 90 min;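 active means mean replicate inhibition above about 25%, with every replicate also reaching it, limit read from the data, passing the limit was not always enough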
Target sequence (Q15084 whole entry, looked up): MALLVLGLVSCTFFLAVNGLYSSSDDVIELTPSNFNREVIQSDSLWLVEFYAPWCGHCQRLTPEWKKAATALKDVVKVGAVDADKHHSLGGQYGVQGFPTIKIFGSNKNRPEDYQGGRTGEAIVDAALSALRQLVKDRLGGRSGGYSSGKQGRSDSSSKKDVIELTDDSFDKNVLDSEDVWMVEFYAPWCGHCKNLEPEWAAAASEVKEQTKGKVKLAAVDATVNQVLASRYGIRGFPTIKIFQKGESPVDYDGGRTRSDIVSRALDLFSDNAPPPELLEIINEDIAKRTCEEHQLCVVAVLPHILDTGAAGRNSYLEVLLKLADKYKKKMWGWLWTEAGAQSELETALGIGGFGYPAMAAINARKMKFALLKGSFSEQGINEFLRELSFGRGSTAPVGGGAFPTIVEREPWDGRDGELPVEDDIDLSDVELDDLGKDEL
Statin myotox sup = suppression of simvastatin myotoxicity. C2C12 myotubes + simvastatin, ATP luminescence, 48 h; scaled: DMSO 0, geranylgeraniol control 100. rescue of ATP level, % at 7.49 µM. 330,000 tested, 0.78% active;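 active means mean ATP rescue above about 67%, or every replicate alone reaching that limit, limit read from the data, passing the limit was not always enough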;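 further: myotubes were challenged with 10 µM simvastatin during compound exposure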
Cneo AK release = causes C. neoformans cell lysis; lysis activity, % at 15 µM; adenylate kinase release luminescence, 4 h; normalised: neutral wells 0, clomiphene wells 100; 360,000 tested, 0.2% active;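 active means mean lysis activity across replicates of at least 80%, whatever share of replicates individually reach that level; inactive means mean lysis activity below 80%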
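Assay system: C. neoformans cells. Amount: yeast cell density of 5 × 10^6 cells/mL. Technique: AK luminescence. Buffer or medium: YPD. Times: static 4 h at 37 °C with compound, 1 h detection. Dosing: single-point compound dose. Read-out: lysis from increased AK signal.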
esBAF inh = SWI/SNF esBAF complex inhibition; mouse ES cells, Bmi1-luciferase knock-in reporter, 24 h; 100% = twice the neutral-well signal; reporter increase, % at 12.5 µM; 350,000 tested, 2% active; in the data active means activation above about 40%;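 further: 0% = median of the plate's neutral control wells and 100% = double that signal; a rise in the Bmi1 reporter signal indicates esBAF inhibition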
An asterisk follows results filed as active; . = no result given; & = joins results of further samples; [ ] = remark or other dose.

Field names: A = ARNT-TACC3 inh; B = miR-122 sensor; C = SIRT5 inh; D = ERp5 inh; E = Statin myotox sup; F = Cneo AK release; G = esBAF inh
Structure: CCCSc1nnc(NC(=O)CSc2nc3[nH]c(=O)cc(O)c3s2)s1
  A: 4 | B: 11 | C: -1 | D: -5 | E: -5 | F: 0 | G: -6
Structure: COc1ccccc1CNC(=O)CC12CC3CC(CC(Br)(C3)C1)C2
  A: -10 | B: 3 | C: 0 | D: -7 | E: 4 | F: 0 | G: -3
Structure: CN1C(=O)c2cc(NC(=O)Cc3cccs3)ccc2OC[C@H]2O[C@@H](CC(=O)NCCc3ccncc3)CC[C@H]21
  A: 0 | B: . | C: -1 | D: -2 | E: 18 | F: 4 | G: -1
Structure: N#CC1(NC(=O)CSc2nncn2-c2ccccc2F)CCCC1
  A: 1 | B: 3 | C: 3 | D: 12 | E: 17 | F: 8 | G: 0
Structure: COCCNC(=O)c1cc2sccc2n1C
  A: 6 | B: . | C: 4 | D: 1 | E: . | F: . | G: .
Structure: COc1ccc(OCC(=O)NNC(=O)c2cccc(S(=O)(=O)N(C)C)c2)cc1
  A: . | B: 2 | C: . | D: . | E: -6 | F: 0 | G: -3
Structure: Cc1noc(C)c1NC(=O)N(C)C[C@@H]1Oc2c(NC(=O)c3ccncc3)cccc2C(=O)N([C@@H](C)CO)C[C@H]1C
  A: -1 | B: 2[16.7 µM] | C: -3 | D: 0 | E: -2 | F: 0 | G: -2
Structure: Cc1ccc(C)c(S(=O)(=O)N2CCN(C(=O)Cc3c(F)cccc3Cl)CC2)c1
  A: -21 | B: -10 | C: 12 | D: -1 | E: 18 | F: -6 | G: -2
Structure: CC1(C)CC(=O)C(C(=O)CCCCC(=O)C2C(=O)CC(C)(C)CC2=O)C(=O)C1
  A: 14&-19 | B: -17 | C: . | D: . | E: 1 | F: 0&0 | G: -5&2
Structure: COC1=CC(=O)CC(C)C12Oc1cc(OC)cc(OC)c1C2=O (stereo not drawn)
  A: 3 | B: -5 | C: . | D: 9 | E: 3 | F: 6 | G: -1
Structure: CN1CCN(c2ccc(-c3cccc(NC(=O)COc4ccc(Cl)cc4Cl)c3)nn2)CC1
  A: 1 | B: . | C: -1 | D: 22 | E: 1 | F: . | G: 13
Structure: C[C@@H]1CN([C@@H](C)CO)C(=O)c2cc(NS(=O)(=O)c3cccs3)ccc2O[C@@H]1CN(C)S(C)(=O)=O
  A: -5 | B: -5[16.7 µM] | C: -3 | D: 2 | E: 62 | F: -2 | G: -1
Structure: C[C@@H]1CN([C@@H](C)CO)C(=O)CCCn2nncc2CO[C@@H]1CN(C)C(=O)Cc1ccccc1
  A: -7&25 | B: -7 | C: -6&-3&-3 | D: 1&-5&3 | E: -6&7&11 | F: 1&-3&0 | G: -3&-6&2
Structure: O=c1oc(-c2cccs2)nc2ccc(Br)cc12
  A: 2 | B: 2 | C: . | D: . | E: -9 | F: -2 | G: -5
Structure: COCCCN(C(=O)Nc1ccccc1)C(C)c1ccncc1 (stereo not drawn)
  A: -4 | B: 2 | C: 0 | D: 4 | E: . | F: 1 | G: -1
Structure: Cc1n[nH]c(=O)c2ccccc12
  A: -18 | B: -3 | C: -13 | D: -2 | E: . | F: 0 | G: .
Structure: O=C(COc1ccc(Cl)cc1)NCc1nnc(SCC(=O)c2ccccc2)o1
  A: 19 | B: -3 | C: . | D: . | E: -1 | F: 0 | G: -2
Structure: COc1ccc(-c2ccc3c(c2)[C@H]2[C@H](CCN2C(=O)c2ccccc2F)[C@H](CO)N3C)cc1
  A: 10 | B: 31[16.7 µM] | C: . | D: . | E: 25 | F: -5 | G: 2
Structure: CCc1cnc(N2[C@H](C#N)[C@H](c3ccc(C4=CCCC4)cc3)[C@H]2CO)s1
  A: 8 | B: . | C: 2 | D: 0 | E: -8 | F: 4 | G: 16
Structure: C[C@H]1CN([C@@H](C)CO)C(=O)c2cccc(NC(=O)Nc3ccc(F)cc3)c2O[C@@H]1CN(C)S(C)(=O)=O
  A: 19 | B: 10[16.7 µM] | C: 0 | D: 2 | E: -16 | F: 16 | G: 1
Structure: CCC(=O)Nc1cc(C(=O)OCc2ccc(C(=O)Oc3ccccc3)cc2)ccc1C
  A: -28 | B: -3 | C: 0 | D: -5 | E: -1 | F: . | G: 31
Structure: C[C@H](O)C#Cc1cnc2c(c1)C(=O)N([C@@H](C)CO)C[C@H](C)[C@@H](CN(C)Cc1cccc(F)c1)O2
  A: -5 | B: -10[16.7 µM] | C: 0 | D: 5 | E: 12 | F: 20 | G: 2
Structure: O=C(CNS(=O)(=O)c1ccc(Cl)cc1)NNC(=O)c1cccnc1
  A: -3 | B: 1 | C: 0 | D: 3 | E: . | F: . | G: .
Structure: Cc1ccccc1CNC(=O)C1CCCN(c2nnc(C)c3c(C)n(-c4ccccc4)nc23)C1 (stereo not drawn)
  A: -9 | B: 16 | C: -1 | D: -3 | E: 22 | F: 0 | G: 6
Structure: CN1CCN(C(=S)SCC(=O)N2CCCc3ccccc32)CC1
  A: 2 | B: 16 | C: -2 | D: 6 | E: . | F: -2 | G: .
Structure: CCN1[C@@H]2Cn3c(ccc(-c4cccc(F)c4)c3=O)[C@H]1[C@@H](C(=O)N(C)C)[C@@H]2CO
  A: 2 | B: -4[16.7 µM] | C: -11 | D: -1 | E: 1 | F: -6 | G: -1
Structure: CCN1CCN(CCNC(=O)c2ccc(CS(=O)(=O)c3ccccc3C)o2)CC1
  A: 3 | B: -3 | C: . | D: . | E: . | F: 0 | G: -5
Structure: CCN(CC)S(=O)(=O)c1cccc(C(=O)Nc2nnc(C)s2)c1
  A: -3 | B: . | C: 3 | D: -40 | E: . | F: . | G: .
Structure: CC(=O)NC(CCS(C)(=O)=O)C(=O)Nc1nc(C)cs1 (stereo not drawn)
  A: -26 | B: . | C: . | D: . | E: 7 | F: 0 | G: 6
Structure: C[C@@H]1CN([C@H](C)CO)S(=O)(=O)c2ccc(-c3cccc(C#N)c3)cc2O[C@@H]1CN(C)C(=O)C1CC1
  A: -7 | B: 5[16.7 µM] | C: -3 | D: 0 | E: -22 | F: 3 | G: -3
Structure: Cc1ccc(C(=O)N2CCC(Cc3ccccc3)CC2)cc1[N+](=O)[O-]
  A: 7 | B: -4 | C: -1 | D: -1 | E: 17 | F: 7 | G: -2
Structure: O=C(Nc1ccc(NC(=O)C23CC4CC(CC(C4)C2)C3)cn1)c1ccco1
  A: 3 | B: -5 | C: . | D: . | E: -10 | F: 1 | G: 49*
Structure: Cc1ccccc1CN1CCC(n2nccc2NC(=O)CCCc2ccccc2)CC1
  A: 0 | B: . | C: -3 | D: . | E: 4 | F: -1 | G: -1
Structure: Cn1c(=O)c2[nH]c(NN=Cc3ccc(Br)cc3)nc2n(C)c1=O
  A: -7 | B: -8 | C: -3 | D: 9 | E: -10 | F: 0 | G: -1
Structure: Cc1c(C(=O)OCC(=O)N2CC(C)CC(C)C2)oc2ccccc12 (stereo not drawn)
  A: 0 | B: -4 | C: -7 | D: -7 | E: 9 | F: -1 | G: 4
Structure: CC(C)(C)c1nnc(NC(=O)COc2ccc3c(c2)OCO3)s1
  A: 0 | B: . | C: 1 | D: -2 | E: 11 | F: 1 | G: 69*
Structure: CC(C)(C)NC(=O)c1ccc2nccnc2c1
  A: -7 | B: 11 | C: . | D: . | E: -2 | F: -1 | G: 2
Structure: COc1ccc(/C=N/N2CCN(c3ccncc3S(=O)(=O)N3CCCCC3)CC2)cc1
  A: 1 | B: -1 | C: . | D: . | E: 14 | F: 8 | G: 5
Structure: COc1ccc(CNC(=O)C2CCCN(S(=O)(=O)c3ccc(-n4cnnn4)cc3)C2)cc1 (stereo not drawn)
  A: -2 | B: 1 | C: 4 | D: 6 | E: 1 | F: 7 | G: -2
Structure: CCC1Nc2ncnc(N3CCCCC3)c2N(Cc2ccc(OC)cc2)C1=O (stereo not drawn)
  A: 4 | B: 0&-5 | C: 0&0 | D: 6&2 | E: 11&7 | F: 2&0 | G: 1&-2
Structure: C[C@H](O)C#Cc1cnc2c(c1)C(=O)N([C@H](C)CO)C[C@@H](C)[C@H](CN(C)CC1CCCCC1)O2
  A: -3 | B: -6[16.7 µM] | C: -1 | D: . | E: 13 | F: -1 | G: 0
Structure: C[C@H]1CN([C@@H](C)CO)C(=O)Cc2cc(NC(=O)Cc3cn(C)c4ccccc34)ccc2O[C@@H]1CN(C)Cc1ccc(Oc2ccccc2)cc1
  A: 16 | B: 2[16.7 µM] | C: . | D: . | E: 58 | F: -1 | G: 3
Structure: O=C(O)c1ccc(CNC(=O)c2ccc(C(F)(F)F)cc2)cc1
  A: -5 | B: . | C: -5 | D: 2 | E: . | F: . | G: .
Structure: COc1ccccc1OCc1ccc(C(=O)NCC(C)C)o1
  A: 32 | B: . | C: -2 | D: -1 | E: . | F: . | G: .
Structure: C[C@H]1CN([C@@H](C)CO)C(=O)c2cc(NC(=O)CCCCCC(=O)Nc3ccccc3N)ccc2O[C@H]1CN(C)Cc1ccc(Cl)c(Cl)c1
  A: 9 | B: -9[16.7 µM] | C: 21* | D: 2 | E: -27 | F: 2 | G: -8
Structure: Cc1cccc(/C=C2\Oc3cc(OS(C)(=O)=O)ccc3C2=O)c1
  A: 8 | B: -6 | C: . | D: -3 | E: -1 | F: 0 | G: 10
Structure: O=C1NCCCC1C(=O)Nc1ccccn1 (stereo not drawn)
  A: 6 | B: 3 | C: . | D: . | E: 3 | F: -1 | G: 5
Structure: CCOC(=O)C1CCN(C(=O)c2cc(S(=O)(=O)N3CCOCC3)ccc2C)CC1
  A: 15 | B: . | C: -4 | D: 2 | E: -13 | F: 1 | G: -1
Structure: CC(=O)Nc1ccc(NC(=O)C(C)OC(=O)c2c(NC(C)=O)sc(C)c2C)cc1 (stereo not drawn)
  A: 2 | B: 1 | C: 0 | D: 0 | E: -5 | F: -1 | G: 6
Structure: Cc1onc(-c2ccccc2)c1C(=O)NCc1cccnc1
  A: 1 | B: 8 | C: . | D: . | E: 25 | F: 3 | G: -8

Next structures follow:
Field names: A = ARNT-TACC3 inh; B = miR-122 sensor; C = SIRT5 inh; D = ERp5 inh; E = Statin myotox sup; F = Cneo AK release; G = esBAF inh
Structure: C=CCn1c(SCc2csc(-c3ccc(Cl)cc3)n2)nnc1-c1ccccc1OC
  A: -2 | B: . | C: -4 | D: 3 | E: . | F: . | G: .
Structure: CC1Nc2nc(N(C)C)[nH]c(=O)c2NC1C (stereo not drawn)
  A: 5 | B: . | C: -2 | D: 7 | E: . | F: . | G: .
Structure: CCN(C(=O)COC(=O)c1ccccc1NCc1ccco1)c1c(N)n(Cc2ccccc2)c(=O)[nH]c1=O
  A: -5 | B: 0 | C: -9 | D: 3 | E: 14 | F: -1 | G: 7
Structure: COc1ccc(S(=O)(=O)Nc2cc(C(=O)NCCC(C)C)ccc2N2CCOCC2)cc1
  A: . | B: 26 | C: . | D: . | E: 93* | F: 0 | G: 1
